mHTT-CaM PPI inh = disrupts binding of mutant huntingtin to calmodulin. hit rate 3.6% among 190,000. AlphaScreen His-mHTT/GST-CaM binding, luminescence. AID 1671202. P42858. inhibition, % at 15 µM;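 also: 0% = both proteins with DMSO and 100% = one protein alone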
Pf apPOL inh = Pf-apPOL DNA polymerase inhibition; Recombinant Pf-apPOL, molecular beacon fluorescence, 1.5 h; inhibition, % at 10 µM; hit rate 0.25% among 210,000
Active calls of the source: *; i = inactive; / = no result given; & = joins results of further samples; ! = repeats disagree. Rule as the data show it: active = inhibition above about 50%; inactive = the rest.

SMILES	mHTT-CaM PPI inh	Pf apPOL inh
O=C(COc1ccc(F)cc1)NCCS(=O)(=O)N1CCN(Cc2ccccc2)CC1	3	-10
Nc1nc(N)nc(-c2ccccc2O)n1	-1	-4
COCCn1c(C2CCN(C(=O)c3ccc(Cl)cc3OC)C2)nc2ccncc21 (stereo not drawn)	6	0
CCC(=O)N1CCN(c2nc(C)nc(CC)c2Cc2c(F)cccc2Cl)CC1	-3	2
Cc1ccc(C(=O)Nc2ccc([N+](=O)[O-])cc2)cc1Cl	16	0
COc1cc(C2Nc3ccccc3C(=O)N2c2ccc(Cl)cc2)cc(OC)c1OC (stereo not drawn)	5	6
Cc1ccccc1Cc1nc2c(c(=O)[nH]1)CN(C(=O)Nc1cccc(C)c1C)CC2	9	-4
Nc1ncnc(Oc2cccc3cccnc23)c1[N+](=O)[O-]	4	-2
COc1ccc(-c2cc(C(F)(F)F)n3ncc(C(=O)NCc4cccnc4)c3n2)cc1OC	4	-6
CCOc1ccccc1C(=O)N1CC2CN(S(=O)(=O)c3ccc(C)cc3)CC(C1)O2	23	4
COc1ccccc1NC(=O)C(=O)NC(C)c1ccccc1 (stereo not drawn)	-27	-14
CC1CCN(c2nnc(C(=O)N3CCN(C(C)C)CC3)c3ccccc23)CC1	2	-5
CCN(CC)CCCNC(=O)c1nn2c(c1Cl)NC(c1cccs1)CC2C(F)(F)F (stereo not drawn)	4	-3
O=C1C(=Cc2ccccc2)Oc2c1ccc(O)c2CN1CCN(CCO)CC1	2	-14
CCOc1cccc(OCCN2CCCC2)c1	2	0
COc1ccc(CC(=O)Nc2ccc(-c3ccn[nH]3)cc2)cc1	-6	-3
COc1ccc(S(=O)(=O)N(CCO)CCO)cc1C(=O)O	-4	-8
O=C(Nc1ccc(Cl)cc1)c1ccncc1	0	-2
O=S(=O)(c1ccc(Cl)cc1)N1CCC(CN2CCCCC2)CC1	-5	2
CC1=C(C(=O)Nc2ccccn2)C(c2ccc(OCc3ccccc3)cc2)n2ncnc2N1 (stereo not drawn)	27	1
O=C(NCCc1csc(C2CCN(C(=O)NC3CCCC3)CC2)n1)C1CCC1	3	-2
CCc1ccc(C(C)NC(=O)CSc2ccccc2)cc1 (stereo not drawn)	-25	0
CCc1ccccc1NS(=O)(=O)c1ccc2nc(-c3ccccc3)[nH]c2c1	2	-4
COc1ccc(NC(C)=O)cc1NC(=O)Cc1cn(Cc2ccccc2)c2ccccc12	83*	-8
Cc1ccc(S(=O)(=O)NCC2CCC(C(=O)NCc3cccnc3)CC2)cc1 (stereo not drawn)	-1	-3
CCN(CC)C(=O)N1CCN(CCC#N)CC1	-10	-5
S=c1[nH]c2ccccc2[nH]c1=S	/	38
Cc1cc(NC(=O)NC(=O)c2ccccc2F)n[nH]1	4	-3
Cc1nc(-c2cccc(F)c2)sc1C(=O)NC1CC1	-1	-1
CCOCN(C(=O)Cn1c(CO)nc2ccccc21)c1c(C)cccc1CC	30	1
COCCNC(=O)CN1C(=O)CCCc2ccccc21	-5	-2
Cc1ccc(Cl)c2c1NC(=O)C2=O	8	-4
COc1ccc(C2=NN(C(=O)c3ccc(Cl)cc3)C(c3cccc([N+](=O)[O-])c3)C2)cc1 (stereo not drawn)	23	27
CC(C)c1cccc2sc(N(Cc3ccco3)C(=O)c3ccn(C)n3)nc12	-4	3
Cc1cc(C)nc(NS(=O)(=O)c2ccc(Nc3nc(-c4cccnc4)cs3)cc2)n1	18	1
O=C(Nc1cc(C(F)(F)F)cc(C(F)(F)F)c1)c1ccc(=O)[nH]n1	-5	-2
CCn1c(=O)c2ccnn2c2ccc(C(=O)NC)cc21	-4	-8
CCCCN(CCCNC(=O)c1c(C)cc(=O)oc1C)c1ccccc1	42	-4
Fc1ccc(-c2nc(-c3ccccn3)no2)c(Cl)c1	/	-10
CCC[C@H]1CN(Cc2ccccc2)C(=O)[C@@H]1CC(=O)NC	-5	-2
Cc1nn(-c2cccc(Cl)c2)c2c1C(c1cccnc1)C(C#N)=C(N)O2 (stereo not drawn)	7	-3
Nc1c(C(=O)O)sc2nc3c(cc12)CCCC3	-4	/
O=C(OCc1nccn1Cc1ccc(Cl)cc1)c1ccccc1Cl	/	-2&-7
O=C(NCC1COC2(CCCCC2)O1)c1ccc([N+](=O)[O-])cc1Cl (stereo not drawn)	0	-6
CCOc1ccccc1CN1CCN(c2ccc([N+](=O)[O-])cc2)CC1	28	-5
COCCNC(=O)N1CCc2nc(NC(C)=O)sc2C1	-16	-9
CCOc1ccc2nc(C(=O)OC)cc(Nc3ccccc3OC)c2c1	-12	1
Clc1ccc(C2=CC(c3ccc(Br)cc3)n3nnnc3N2)s1 (stereo not drawn)	7	2
N#Cc1cccnc1N1CCN(C(=O)c2ccco2)CC1	/	5
COc1ccc(-c2c(O)c3ccc(O)cc3oc2=O)cc1OC	-1	4
COc1ccccc1-n1c(O)c(C=Nc2ccc(Cl)cc2)c2ccccc2c1=O	28	-3
CCC(CC)C(=O)N1CCCN(c2nc3ccccc3nc2-c2ccccc2)CC1	-30	3
O=C(Nc1ccc(Cl)c(-c2nc3ncccc3o2)c1)c1ccc([N+](=O)[O-])o1	13	-9
CC(=O)N1CCN(c2nc3c(s2)CC(C(=O)Nc2ccc(C)cc2Cl)CC3)CC1 (stereo not drawn)	13	0
CCN(CC)S(=O)(=O)c1ccc(C(=O)Nc2nnc(COC)o2)cc1	18	-19
CCN1CCN(C(=O)c2c(C3CC3)nn(-c3ccccc3)c2C(C)C)CC1	2	-4
Nc1ncnc2c1ncn2[C@@H]1O[C@H](CO)[C@H](O)C1O (stereo partly drawn)	/	2
COc1cc(OC)c2ccc(=O)oc2c1C(CC(=O)N1CCOCC1)c1ccc2c(c1)OCO2 (stereo not drawn)	12	-7
O=C1CC(N2CCN(Cc3ccccc3)CC2)C(=O)N1c1ccc(F)cc1 (stereo not drawn)	-1	3
O=C(c1ccco1)N1CCCC(c2nc(-c3ccccc3)n[nH]2)C1 (stereo not drawn)	4	-3

(continued)
SMILES	mHTT-CaM PPI inh	Pf apPOL inh
Cc1cc(OCC(=O)O/N=C(\N)c2ccccn2)ccc1Br	i	-57
c1ccc(-n2ncc3c(NCc4cccnc4)ncnc32)cc1	13&0	8&-2
COc1ccc(CC(=O)NC(N)=Nc2nc3ccccc3s2)cc1OC	2	2
Cc1cc(NCc2ccccn2)n2c(nc3ccccc32)c1C#N	-10&-5	-4&-9
O=C1CCc2cc(NC(=O)C3CC3)ccc2N1	-1	-1
O=C(Nc1cccc(F)c1)c1ccccc1Br	-8	-8
Cc1cccc(NC(=O)C2CCCN(c3cnn(C)c(=O)c3)C2)c1C (stereo not drawn)	1	3
Cc1nc(C(=O)N2CCSCC2)c(C)o1	-6	-2
Nc1ccc2c(c1)OC1(CCCC1)O2	60*!	5
Cc1nc(CNC(=O)C2CCN(C(=O)NCCc3ccccc3)CC2)cs1	-6	-3
O=C(COc1coc(CN2CCN(C(=O)c3ccco3)CC2)cc1=O)NC1CCCCC1	-3	4
CCOC(=O)c1c(NC(=O)c2c(C)cnn2C)sc2ccccc12	-17	-5
O=C(NCc1ccc2c(c1)OCO2)C1CCN(Cc2nc3ccccc3[nH]2)CC1	-4	-1
COc1ccc(C2SCCN2S(=O)(=O)c2ccc(-c3ccccc3)cc2)cc1 (stereo not drawn)	-2	5
Cc1cccc(CN2CCCn3nc(C(=O)NCCc4ccccc4)cc3C2=O)c1	-6	-3
CCC1CN2C=NC(N3CCN(C(=O)CCc4cccc(OC)c4)CC3)=CC2=N1 (stereo not drawn)	0	-3
CCOC(=O)c1ccccc1NC(=O)N1CCC2(CC1)Nc1cc(F)ccc1-n1cccc12	50*	-3
Cc1ccc(C)c(NC(=O)CSc2nc(C)cc(C)n2)c1	2	-11
Cc1ccccc1-c1nc(C)c(C(=O)NC(C)C)s1	-6	0
COc1ccccc1NC(=O)CCC(=O)O	-21&-7	-6&-13
CCOC(=O)c1ccc(-c2c(-c3ccc4c(c3)OCO4)noc2C)cc1F	-27	-4
CCOc1ccc(OCCCCOc2ccc(C=O)cc2OC)cc1	-2	-11
CSc1ccc(/C=C2\N=C(c3cccc([N+](=O)[O-])c3)OC2=O)cc1	-3	-3
O=C(NCc1ccncc1)c1cccc([N+](=O)[O-])c1	5	-1
CCn1ccc(C(=O)N2CCCC2c2ccccc2C)n1 (stereo not drawn)	3	3
COc1ccc2c(c1)CC/C(=C\c1ccc(Br)s1)C2=O	15	-6
Cn1cc(-c2cc(C(=O)O)[nH]n2)cn1	-3	/
CC(=O)c1ccc2c(c1)C1C=CCC1C(c1ccccc1Cl)N2 (stereo not drawn)	40	3
c1ccc(C2N=C(CC3=NC(c4ccccc4)C(c4ccccc4)O3)OC2c2ccccc2)cc1 (stereo not drawn)	/	7
NNC(=O)c1n[nH]c2c1CCC2	-5&-4	-4
CC1(C(=O)Nc2ccc3c(c2)OCCO3)Oc2cccnc2NC1=O (stereo not drawn)	-11	-5
COc1ccccc1CCC(=O)Nc1ccc2ncnc(N3CCCC3)c2c1	-10	4
Cc1cccc(-n2c(CN3CCN(C(=O)NC(C)C)CC3)nc3cccnc32)c1	-4	-5

A portion of the results above:
SMILES	mHTT-CaM PPI inh	Pf apPOL inh
O=C(COc1ccc(F)cc1)NCCS(=O)(=O)N1CCN(Cc2ccccc2)CC1	3	-10
Nc1nc(N)nc(-c2ccccc2O)n1	-1	-4
COCCn1c(C2CCN(C(=O)c3ccc(Cl)cc3OC)C2)nc2ccncc21 (stereo not drawn)	6	0
CCC(=O)N1CCN(c2nc(C)nc(CC)c2Cc2c(F)cccc2Cl)CC1	-3	2
Cc1ccc(C(=O)Nc2ccc([N+](=O)[O-])cc2)cc1Cl	16	0
COc1cc(C2Nc3ccccc3C(=O)N2c2ccc(Cl)cc2)cc(OC)c1OC (stereo not drawn)	5	6
Cc1ccccc1Cc1nc2c(c(=O)[nH]1)CN(C(=O)Nc1cccc(C)c1C)CC2	9	-4
Nc1ncnc(Oc2cccc3cccnc23)c1[N+](=O)[O-]	4	-2
COc1ccc(-c2cc(C(F)(F)F)n3ncc(C(=O)NCc4cccnc4)c3n2)cc1OC	4	-6
CCOc1ccccc1C(=O)N1CC2CN(S(=O)(=O)c3ccc(C)cc3)CC(C1)O2	23	4
COc1ccccc1NC(=O)C(=O)NC(C)c1ccccc1 (stereo not drawn)	-27	-14
CC1CCN(c2nnc(C(=O)N3CCN(C(C)C)CC3)c3ccccc23)CC1	2	-5
CCN(CC)CCCNC(=O)c1nn2c(c1Cl)NC(c1cccs1)CC2C(F)(F)F (stereo not drawn)	4	-3
O=C1C(=Cc2ccccc2)Oc2c1ccc(O)c2CN1CCN(CCO)CC1	2	-14
CCOc1cccc(OCCN2CCCC2)c1	2	0
COc1ccc(CC(=O)Nc2ccc(-c3ccn[nH]3)cc2)cc1	-6	-3
COc1ccc(S(=O)(=O)N(CCO)CCO)cc1C(=O)O	-4	-8
O=C(Nc1ccc(Cl)cc1)c1ccncc1	0	-2
O=S(=O)(c1ccc(Cl)cc1)N1CCC(CN2CCCCC2)CC1	-5	2
CC1=C(C(=O)Nc2ccccn2)C(c2ccc(OCc3ccccc3)cc2)n2ncnc2N1 (stereo not drawn)	27	1
O=C(NCCc1csc(C2CCN(C(=O)NC3CCCC3)CC2)n1)C1CCC1	3	-2
CCc1ccc(C(C)NC(=O)CSc2ccccc2)cc1 (stereo not drawn)	-25	0
CCc1ccccc1NS(=O)(=O)c1ccc2nc(-c3ccccc3)[nH]c2c1	2	-4
COc1ccc(NC(C)=O)cc1NC(=O)Cc1cn(Cc2ccccc2)c2ccccc12	83*	-8
